SRC2 inh – inhibits human steroid receptor coactivator 2 | HEK293 GAL4-SRC2 luciferase reporter, luminescence | inhibition, % at 9 µM | actives 0.17% (n = 370,000);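 active = inhibition above the mean inhibition of all tested compounds plus 3 SD, set per campaign, cut at about 52% in these data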;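 note: 0% = DMSO treated cells and 100% = cells given Gossypol at 36 µM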
ABHD5-PLIN5 inh – inhibitors of human ABHD5-perilipin-5 interaction. inhibition, % at 4 µM. Split G. princeps luciferase complementation, luminescence, 4 h. actives 0.78% (n = 360,000). Q00G26+Q8WTS1;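 active = inhibition above the mean inhibition across every tested compound plus 3 SD, cut at about 22% in these data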;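 note: 0% = DMSO only wells and the 100% control is not disclosed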
Target sequence (Q00G26 whole entry, looked up): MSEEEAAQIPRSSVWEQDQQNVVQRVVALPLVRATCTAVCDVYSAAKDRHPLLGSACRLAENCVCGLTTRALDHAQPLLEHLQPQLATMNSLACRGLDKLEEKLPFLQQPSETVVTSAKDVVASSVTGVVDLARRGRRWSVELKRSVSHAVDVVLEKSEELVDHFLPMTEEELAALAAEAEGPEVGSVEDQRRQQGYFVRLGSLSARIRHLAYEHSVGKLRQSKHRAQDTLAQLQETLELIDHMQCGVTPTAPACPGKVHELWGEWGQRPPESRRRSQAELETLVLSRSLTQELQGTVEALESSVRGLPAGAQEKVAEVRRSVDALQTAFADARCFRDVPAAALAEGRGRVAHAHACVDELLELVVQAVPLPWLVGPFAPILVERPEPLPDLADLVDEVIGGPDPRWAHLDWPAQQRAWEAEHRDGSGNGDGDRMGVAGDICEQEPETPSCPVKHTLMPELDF
Target sequence (Q8WTS1 whole entry, looked up): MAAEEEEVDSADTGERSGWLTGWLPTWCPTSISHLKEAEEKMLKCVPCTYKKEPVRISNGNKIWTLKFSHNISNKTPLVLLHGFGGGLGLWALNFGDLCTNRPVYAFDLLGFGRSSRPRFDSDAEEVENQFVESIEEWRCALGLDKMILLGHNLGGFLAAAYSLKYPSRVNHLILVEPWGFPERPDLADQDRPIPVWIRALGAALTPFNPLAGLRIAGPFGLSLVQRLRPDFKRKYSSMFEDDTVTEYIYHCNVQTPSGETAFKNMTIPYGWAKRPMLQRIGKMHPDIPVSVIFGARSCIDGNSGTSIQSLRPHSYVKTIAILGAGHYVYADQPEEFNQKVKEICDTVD
MC4R antagonist – blocks human MC4R cAMP signaling; MC4R-expressing cells, MTII-stimulated cAMP, LANCE TR-FRET; inhibition, % at 6.5 µM; actives 0.48% (n = 360,000); AID 540295;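 active = inhibition above its plate's cutoff, the mean of tested wells on that plate plus 3 SD, cut at about 29% in these data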;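 note: 0% = Melanotan II alone and 100% = Melanotan II plus saturating MCL0020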
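System: U2OS cells stably expressing human melanocortin 4 receptor (MC4R). Reagent: Melanotan II challenge after compound preincubation. Doses: 6.5 µM. Times: 30-min compound, 1-h challenge, 1-h detection, room temperature. Measured by: TR-FRET with Eu-cAMP and labeled anti-cAMP, 671 nm. Replicates: singlicate.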
MC4R barr agon – human MC4R agonism via beta-arrestin; U2OS MC4R beta-arrestin complementation, luminescence; percent of melanotan II response, DMSO zero; activation, % at 8.9 µM; actives 0.98% (n = 360,000); AID 540308;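 active = activation above a per-plate cutoff, the mean activation of sample wells on that plate plus 3 SD, cut at about 8% in these data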
Glyco luc inh – N-linked glycosylation inhibition; reporter increase, % at 12.5 µM; AID 588692; D54 ERlucT glycosylation luciferase reporter, 24 h; percent of 100 nM tunicamycin response; actives 0.23% (n = 360,000);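 active = mean luciferase reporter signal, scaled so untreated is 0 and the glycosylation-blocking control 100, at or above a set limit in every replicate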;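 note: luciferase carries N-glycosylation sites so blocking glycosylation raises the light; 0% = median of neutral control wells and 100% = median of 100 nM tunicamycin wells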
ABCB6 inh MLPCN – inhibitors of human ABC transporter ABCB6; AID 602162; fluorescence ratio to DMSO, % at 10 µM; Q9NP58; actives 0.19% (n = 360,000); K562-ABCB6 porphyrin accumulation, flow cytometry, 1 h; hits give low values;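 active = fluorescence ratio to DMSO below 75%, the collection mean minus 3 SD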;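 note: signal is porphyrin accumulated inside mitochondria; 100% equals median channel fluorescence of DMSO control wells; lower ratio means ABCB6 inhibition with less porphyrin fluorescence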
TLR9-MyD88 block – blocks human TLR9 binding to MyD88 | Q9NR96+Q99836 | CHO BLA complementation TLR9-MyD88, CCF4 FRET ratio | inhibition, % at 4.98 µM | actives 0.21% (n = 340,000) | AID 504734;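 active = inhibition above the mean over all tested compounds plus 3 SD, cut at about 21% in these data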;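 note: 0% = DMSO only wells and 100% = clavulanate BLA inhibitor control wells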
HTR2A ag – activates the mouse 5-HT2A serotonin receptor; P35363; AID 624169; actives 0.66% (n = 360,000); activation, % at 7.6 µM; CHO-K1 mHTR2A beta-arrestin complementation, luminescence; percent of 30 µM serotonin response;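 active = activation above a run cutoff, the mean activation of all tested compounds plus 3 SD, cut at about 14% in these data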;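 note: 0% = plate median of compound wells and 100% = 30 µM serotonin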
NOD2 RIPK2 PPI – NOD2-RIPK2 protein interaction inhibition. O43353. CHO BLA complementation NOD2-RIPK2, CCF4 ratio. inhibition, % at 4.98 µM. actives 0.38% (n = 360,000). AID 624267; in the data active = inhibition above about 21%;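 note: 0% = vehicle only and 100% = reference blocker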
H9c2 protect – modulators protecting cardiomyocytes from myocardial damage; actives 0.63% (n = 360,000); H9c2 cardiomyocytes, H2O2 injury protection, ATPLite, 2 h; protection from H2O2 cell death, % at 20 µM; AID 588492;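 active = compounds giving at least 50% protection of heart cells from peroxide-induced death in the single-dose screen, raw or plate-pattern-corrected value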;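 note: 0% = DMSO wells with peroxide and 100% = DMSO wells without peroxide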
The depositor's hits bear a star; . = not tested or not shown.

SMILES | SRC2 inh | ABHD5-PLIN5 inh | MC4R antagonist | MC4R barr agon | Glyco luc inh | ABCB6 inh MLPCN | TLR9-MyD88 block | HTR2A ag | NOD2 RIPK2 PPI | H9c2 protect
Cc1csc(-c2ccc3cc(Cl)cc(Cl)c3n2)n1 | -7 | -7 | . | . | 2 | 96 | . | -3 | -3 | 0
CCc1nnc(NC(=O)c2ccc(F)c(S(=O)(=O)N3CCCCC3)c2)s1 | 6 | 5 | 3 | -1.8 | -1 | 96 | -6 | 10 | 0 | 3
Cc1cc(NC(=O)CSc2nnc(C)c(=O)[nH]2)no1 | 3 | 1 | 6 | -1.0 | 1 | 99 | 4 | 0 | -3 | -8
Cc1c(Cl)cccc1N1C(=O)CC(NNC(=O)c2ccc3c(c2)OCO3)C1=O (centres undefined) | -11 | -6 | 20 | -2.0 | 0 | 96 | 7 | 2 | 2 | 0
O=C(NC(=S)Nc1ccc(N2CCOCC2)cc1)c1ccccc1 | -29 | -10 | 2 | 1.6 | 1 | 99 | -9 | 0 | -8 | -5
Nc1nc(N)c(N=Nc2ccc(SCC(=O)O)cc2)c(=O)[nH]1 | -20 | 6 | -4 | -1.2 | 1 | 93 | 4 | 6 | 6 | 6
C/C(=N/NS(=O)(=O)c1ccc(C(C)(C)C)cc1)c1ccc2c(c1)OCO2 | -5 | 2 | 0 | 0.6 | 0 | 101 | -8 | -1 | -7 | -3
CCC(=O)NCCc1nc2cc(NC(=O)c3ccc(Cl)cc3)ccc2n1C | -37 | -5 | 0 | 0.3 | -4 | 96 | 12 | 7 | 0 | -11
O=C(CCN1C(=O)CSC1=O)Nc1ccc(Br)cc1 | -8 | -2 | 2 | -2.3 | -1 | 98 | 11 | -4 | -5 | -2
COc1cc(OC)c(C2=NOC(C(=O)NCc3ccc4c(c3)OCO4)C2)cc1Cl (centres undefined) | 4 | 2 | -16 | -0.1 | 5 | 96 | 4 | -3 | -12 | 8
CN(CC(=O)Nc1cccc2c1CCCC2)S(=O)(=O)c1ccc(Br)cc1 | -16 | -4 | 18 | 4.4 | 2 | 97 | 6 | 0 | -2 | -3
NNC(=O)CNC(c1ccccc1)c1cc(Br)ccc1NC(=O)CCN1CCOCC1 (centres undefined) | -11 | 2 | 12 | -0.4 | 0 | 99 | -13 | 0 | -8 | -9
OCC[C@H]1C[C@H](O)[C@@H](O)[C@@]2(Cc3ccccc3CO2)O1 | 8 | -1 | 6 | -0.2 | 0 | 104 | -8 | 17* | -2 | -2
CC1(Cc2ccc(OC(F)(F)F)cc2)C(=O)Nc2ccc(OC(F)(F)F)cc21 (centres undefined) | -25 | -12 | 16 | 0.9 | -4 | 98 | . | 8 | -4 | -4
CC(C(=O)NCc1cccnc1)c1ccc([N+](=O)[O-])cc1 (centres undefined) | 19 | -7 | 0 | 1.3 | -1 | 100 | -15 | 1 | -1 | 0
O=C(O)C1C2CCC(O2)C1C(=O)Nc1ccc(Cl)cc1F (centres undefined) | 6 | 14 | 6 | -0.6 | 4 | 100 | 0 | 5 | 1 | -2
Clc1ccc(OCCn2ccnc2)cc1Cl | 25 | 3 | -10 | 1.0 | 2 | 102 | -5 | -4 | 2 | -1
COc1cc(NC(=O)c2ccc3snnc3c2)cc(OC)c1 | -55 | 2 | 1 | -2.0 | -1 | 98 | -8 | -1 | -6 | 4
CC(=O)NC1=NN(C(C)=O)C(C)(CCS(=O)(=O)c2ccc(Br)cc2)S1 (centres undefined) | 11 | 1 | 5 | -2.2 | 1 | 100 | -4 | 0 | -4 | 4
CCc1ccc(C(C)NC(=O)/C=C/c2ccc(Br)cc2)cc1 (centres undefined) | -2 | -3 | 5 | 4.6 | -1 | 102 | -8 | -6 | 5 | -7
CN1CCN(C(=O)Nc2cccc(-c3ccccc3)c2)CC1 | -8 | -4 | 5 | 0.5 | 1 | 105 | 2 | 0 | -3 | -4
CCCCn1nnnc1C1(C)CCC(=O)N1CC(F)(F)F (centres undefined) | -3 | 5 | . | . | . | 90 | . | 1 | -17 | .
O=C1CC(N2CCN(S(=O)(=O)c3ccc([N+](=O)[O-])cc3)CC2)C(=O)N1c1ccccc1F (centres undefined) | 2 | -7 | 1 | -1.6 | 0 | 98 | 5 | -4 | 10 | 0
O=C1NC(=Nc2ccccc2)c2ccc([N+](=O)[O-])cc21 | 13 | -4 | -7 | -1.2 | 2 | 98 | 0 | 1 | -3 | 0
CCOc1ccccc1NC(=O)COC(=O)/C=C/c1ccc(OC)c(OC)c1 | -23 | 4 | -3 | -1.9 | 7 | 92 | -8 | 0 | 1 | -5
O=Cc1cn(-c2ccccc2)nc1-c1ccc(F)cc1 | -6 | 1 | 22 | 2.8 | 5 | 103 | 4 | 3 | 5 | -4
N#C/C(=N\Nc1ccccc1[N+](=O)[O-])C(=N)N1CCCCC1 | -70 | 0 | -4 | -3.3 | -8 | 94 | -14 | -2 | 5 | -24
CC1CCN(S(=O)(=O)c2ccc(C(=O)Nc3nnc(C4=COCCO4)o3)cc2)CC1 | -13 | 0 | 11 | -2.0 | 0 | 99 | 1 | 3 | -1 | 29
COc1ccc(OC)c(C2CC(=O)NC(SC)=C2C#N)c1 (centres undefined) | -15 | -5 | 4 | -0.6 | 2 | 96 | 14 | -3 | 3 | 2
CCC(=O)Nc1nnc(-c2ccncc2)s1 | -19 | -2 | 6 | -2.7 | 2 | 96 | -2 | -3 | 13 | 9
O=C(NNC(=O)c1ccncc1)Nc1ccc(Cl)cc1 | -9 | -2 | 8 | -2.9 | -1 | 98 | -3 | 2 | -17 | -3
CCCCn1c(N)c(N(CC)C(=O)COc2ccc(C#N)cc2)c(=O)[nH]c1=O | 7 | 0 | 3 | -1.8 | 2 | 95 | -6 | 8 | -11 | 2
COc1cc(C(=S)N2CCOCC2)ccc1OC(=O)/C=C/c1ccco1 | -11 | 17 | 2 | 0.1 | 1 | 95 | -2 | 6 | 3 | 1
Nn1c(Cc2cccc3ccccc23)n[nH]c1=S | 24 | -10 | 6 | -2.2 | 3 | 96 | 0 | 4 | -2 | 1
Cc1ccc(/C(O)=C2\C(=O)C(=O)N(C)C2c2ccc([N+](=O)[O-])cc2)cc1 (centres undefined) | 4 | -1 | 8 | -2.1 | 0 | 102 | -12 | -2 | 1 | -3
O=C(Nc1ccc(Nc2ccccc2)cc1)c1ccc(Cl)c([N+](=O)[O-])c1 | -29 | -7 | 10 | -0.5 | 0 | 92 | 5 | -9 | 4 | -16
COc1ccc(C2=Nc3ccccc3N(C(=O)c3ccc4ncccc4c3)C2C(=O)NC(C)(C)C)cc1 (centres undefined) | -49 | -2 | . | . | . | . | . | 0 | 0 | .
C[n+]1ccc(/C=C/c2cccs2)cc1 | -24 | 2 | -1 | -0.4 | 2 | 96 | 0 | 3 | -3 | 0
[O-][n+]1onc2c1CCc1c-2nn(-c2ccccc2Cl)[n+]1[O-] | 44 | -1 | 37* | 5.0 | -1 | 93 | -5 | -2 | 0 | -2
COc1ccc(S(=O)(=O)N2CC3C4C=CC(C4)C3C2)cc1 (centres undefined) | 8 | 6 | 8 | -1.0 | -1 | 100 | -1 | 9 | -3 | -5

A draw from above in order of molecular weight, descending.
SMILES | SRC2 inh | ABHD5-PLIN5 inh | MC4R antagonist | MC4R barr agon | Glyco luc inh | ABCB6 inh MLPCN | TLR9-MyD88 block | HTR2A ag | NOD2 RIPK2 PPI | H9c2 protect
COc1ccc(C2=Nc3ccccc3N(C(=O)c3ccc4ncccc4c3)C2C(=O)NC(C)(C)C)cc1 (centres undefined) | -49 | -2 | . | . | . | . | . | 0 | 0 | .
O=C(Nc1ccc(Nc2ccccc2)cc1)c1ccc(Cl)c([N+](=O)[O-])c1 | -29 | -7 | 10 | -0.5 | 0 | 92 | 5 | -9 | 4 | -16
Cc1ccc(/C(O)=C2\C(=O)C(=O)N(C)C2c2ccc([N+](=O)[O-])cc2)cc1 (centres undefined) | 4 | -1 | 8 | -2.1 | 0 | 102 | -12 | -2 | 1 | -3
O=C(NNC(=O)c1ccncc1)Nc1ccc(Cl)cc1 | -9 | -2 | 8 | -2.9 | -1 | 98 | -3 | 2 | -17 | -3
C[n+]1ccc(/C=C/c2cccs2)cc1 | -24 | 2 | -1 | -0.4 | 2 | 96 | 0 | 3 | -3 | 0

Other records
SMILES | SRC2 inh | ABHD5-PLIN5 inh | MC4R antagonist | MC4R barr agon | Glyco luc inh | ABCB6 inh MLPCN | TLR9-MyD88 block | HTR2A ag | NOD2 RIPK2 PPI | H9c2 protect
COc1cc(/C=C(\C#N)C(=O)Nc2ccc(SC(F)F)cc2)cc(OC)c1OC | -6 | -9 | 10 | 1.2 | 0 | 101 | 1 | 1 | 0 | -9
Cc1ccc(-c2cc(-c3ccccc3)c(C#N)c(Br)n2)cc1 | -4 | 1 | 9 | -0.9 | -3 | 102 | -3 | 2 | 8 | -6
COc1cc(C(=O)N2CC(=O)Nc3ccccc32)cc(OC)c1OC | -1 | -6 | -3 | 0.1 | 22 | 99 | -2 | 2 | -3 | -6
C[C@@H]1CN([C@H](C)CO)C(=O)c2cc(NC(=O)NC3CCCCC3)ccc2O[C@H]1CN(C)S(C)(=O)=O | -7 | 2 | 1 | -1.6 | 0 | 95 | -9 | 0 | -8 | 1
CC(Cc1ccccc1)N1C(=O)c2cccc([N+](=O)[O-])c2C1=O (centres undefined) | -5 | -5 | -2 | 0.2 | 0 | 96 | -6 | 4 | -17 | -9
CN(C)/C=N/c1nc2ncc(-c3ccc(Cl)cc3)c(/N=C/N(C)C)n2n1 | 10 | 3 | 6 | 0.8 | 1 | 104 | -8 | 6 | 12 | -2
COc1cc(C(=O)N/N=C/c2ccc(OC(=O)c3cccc(C)c3)cc2)ccc1O | 2 | -8 | 4 | 1.6 | 1 | 107 | -4 | -4 | 3 | 50
Cc1cn(CC(=O)NCc2ccc(N(C)C)cc2)c(=O)[nH]c1=O | 2 | -7 | -3 | -2.2 | 3 | 102 | 9 | 2 | 5 | 29
O=C(O)c1cccnc1SCc1cn2cc(Cl)ccc2n1 | -11 | -4 | 9 | -0.1 | -3 | 99 | 7 | -5 | -9 | -4
CCOC(=O)C1=C(C)Nc2ccccc2N=C1NC(=O)CCCN1C(=O)c2ccccc2C1=O | -22 | -3 | 11 | -1.6 | 2 | 89 | 4 | 11 | -7 | 13
COc1cccc(CC(=O)OCC(=O)N(C)CC(=O)Nc2ccccc2Cl)c1 | 5 | -1 | 1 | -2.9 | 2 | 93 | -1 | 1 | 6 | -1
CCCCN1C(=O)C(CC(=O)NCCN2CCOCC2)CC(C(=O)N(C)C)=C1C (centres undefined) | -14 | 6 | 2 | 1.9 | 1 | 96 | -6 | -4 | 1 | 17
Cc1csc(NC(=O)CCNC(=O)c2ccc([N+](=O)[O-])cc2)n1 | 9 | -3 | -8 | 2.6 | 0 | 105 | 8 | 1 | -7 | 5
COc1cccc(NC(=O)CN(C)C(=O)c2cc(S(=O)(=O)Nc3ccccc3OC)ccc2C)c1 | 15 | 1 | 5 | -0.1 | 0 | 99 | 4 | 1 | -2 | 4

Screens as filed in PubChem BioAssay.

The list is partial; count on the stated rates, not on these rows.
